# Screening results (PubChem)
# NCI-60 one-dose screen, 48 h, at 10 µM unless noted. Numbers give growth in % (100 = growth as untreated, 0 = no growth, -100 = all killed).
# IGROV1: IGROV1 ovarian cancer; 79,000 compounds, 4.7% hits
# OVCAR-4: OVCAR-4 ovarian cancer cells. 80,000 compounds, 3.7% hits. AID 1794784
# OVCAR-3: OVCAR-3 ovarian cancer. 79,000 compounds, 7% hits
# OVCAR-8: OVCAR-8 ovarian cancer; 81,000 compounds, 4.4% hits
# SK-OV-3: SK-OV-3 ovarian cancer cells | 80,000 compounds, 3.2% hits | AID 1794785
# DU-145: DU-145 prostate cancer; 81,000 compounds, 4.2% hits
# PC-3: PC-3 prostate cancer cells | 80,000 compounds, 3.9% hits | AID 1794754
# OVCAR-5: OVCAR-5 ovarian cancer; 82,000 compounds, 2.9% hits
# Active calls of the source: *; . = not tested or not shown; & = joins results of further samples; ! = not active in a repeat; [ ] = dose if it differs, or a comment. The calls were made as follows: active = growth percent below 10; inactive = the rest.
cpd	mol	IGROV1	OVCAR-4	OVCAR-3	OVCAR-8	SK-OV-3	DU-145	PC-3	OVCAR-5
1	Cc1ccc(-c2cc3nc(C(Cl)Cl)nc(-c4ccc(F)cc4)n3n2)cc1	113	106	.	101	108	60	98	103
2	COc1ccc2nc(-c3ccc(Cl)cc3)cc(C(=O)N3N=C(c4ccc(N)cc4)CC3c3ccc(OC)c(OC)c3)c2c1 (stereo unspecified)	92	121	99	108	89	97	90	104
3	COc1cc(O)c2c(c1O)C(=O)c1cc(C)ncc1C2=O	.	114	105	.	110	96	89	84
4	CC(=O)O[C@H]1CC[C@@]2(C)C(=CC[C@@H]3[C@@H]2CC[C@]2(C)C(Cl)=C(c4nc5ccc(Cl)cn5c4NC(C)(C)C)C[C@@H]32)C1	88	90	100	97	105	96	83	91
5	Cc1ccc(/C=N/Nc2nc3c(c(=O)n(C)c(=O)n3C)n2C)cc1	117	105	.	.	106	.	112	118
6	CC(C)(C)OC(=O)NOC(=O)C(C)(C)C	109	95	122	102	104	116	95	99
7	Nc1ccc(I)c(Cl)c1	102	111	100	99	95	101	100	112
8	O=C(Cn1c(CO)nc2ccccc21)N1N=C(c2ccc(Cl)cc2)CC1c1ccco1 (stereo unspecified)	51	130	86	81	133	116	61	107
9	Cc1cc2c(c(C)c1Cl)C(=O)/C(=C/C/C=C/c1ccccc1)O2	67	85	101	93	.	109	97	106
10	COc1cc(/C=C2\CCCC3=C2N=C2SC(C)=NN2C3c2cc(OC)c(OC)c(OC)c2)cc(OC)c1OC (stereo unspecified)	24	54	21	4.8*	60	4.7*	58	67
11	O=C(Nc1ccc(-n2ccc3c(NC(=O)c4ccccc4)nccc32)cc1)Nc1cccc(C(F)(F)F)c1	54	26	15	49	92	32	14	82
12	C=CCN1C(=O)/C(=C/c2ccccc2)SC1=Nc1ccc(Cl)c(Cl)c1	101	98	107	100	.	99	100	110
13	CCCCNC(=O)Oc1ccc(/C(=C(/CC)Cc2ccccc2)c2ccc(OCCN3CCCC3)cc2)cc1	91	91	96	100	99	98	100	100
14	CS(=O)(=O)c1ccc(CC(=O)Nc2cc(NCc3ccc[n+]([O-])c3)c([N+](=O)[O-])cc2Cl)cc1	105	105	101	100	105	105	99	100
15	Cc1cc(N(C)C)cc(C)c1N=Nc1cc[n+]([O-])cc1	113	135	106	105	104	106	103	105
16	CC1(C)OC(=O)C(=Cc2ccccc2Br)C(=O)O1	102	102	106	99	111	116	92	97
17	CCCCCCCCC(CO)CCCCCC (stereo unspecified)	130	101	125	99	110	112	96	95
18	CCOC(=O)CCNC(=O)CCC(=O)NS(=O)(=O)c1ccccc1	107	102	107	109	99	110	89	105
19	O=C(Nc1ccc(Cc2ccc(NC(=O)Nc3cccnc3)cc2)cc1)Nc1cccnc1	103	50	102	79	78	90	84	98
20	CC(=O)c1ccc2c3c(ccc([N+](=O)[O-])c13)CC2	112	111	102	90	108	108	88	104
21	Nc1ccc(/C(=N/NC(=O)C(=O)N/N=C(\c2ccccc2)c2ccc(N)cc2)c2ccccc2)cc1	93	94	105	111	104	115	82	104
22	O=c1oc2c(c3ccccc13)CCCC2O (stereo unspecified)	112	102	.	101	107	103	101	102
23	O=C(CC1CCCCN1)C(F)(F)F (stereo unspecified)	102	123	108	110	124	108	100	110
24	Cc1ccc(-c2nc3ccc(C(=O)N=Nc4c(O)[nH]c5ccc(Br)cc45)cc3[nH]2)cc1	87	46	49	40	96	17	63	63
25	COc1cccc(N(CCO)CCO)c1OC	100	116	117	101	108	113	93	102
26	Cc1ccc2c(C(C[N+](=O)[O-])c3ccccc3Cl)c(-c3ccccc3)[nH]c2c1 (stereo unspecified)	67	60	83	84	88	98	79	93
27	O=C1NC(=O)C2(CC(C(=O)Nc3ccc(I)cc3)Oc3ccc(F)cc32)N1 (stereo unspecified)	102	102	108	100	98	105	93	103
28	O=C(c1nn(-c2ccccc2)c2c1CC(NCc1ccc(F)cc1)CC2)N1CCCCC1 (stereo unspecified)	98	99	104	97	103	108	93	103
29	Cc1ccc2c(c1)/C(=N/c1nnc(Sc3ccccc3)s1)C(=O)N2	95	103	98	92	92	93	94	101
30	Cc1cc(C(C)(C)C)cc(O)c1O	123	121	108	103	108	105	89	111
31	N#Cc1cccc(C2C3=C(COC3=O)N(CCO)c3cc4c(cc32)OCO4)c1 (stereo unspecified)	42	71	3.1*	36	23	37	29	70
32	Cn1cc(CNc2nc3ccc(OC/C(=C/F)CN)cc3o2)ccc1=O	102	106	112	111	109	110	107	101
33	Cc1nc(N2CCOCC2)sc1S(N)(=O)=O	99	112	102	103	102	105	92	96
34	CCCCCCCCCC(CCCCCCCCC)NCc1ccccc1	90	95	.	99	102	.	97	91
35	OCC1CCCN(Cc2ccc(-c3ccccc3)cc2)C1 (stereo unspecified)	110	87	104	98	108	110	94	94
36	COCCOC(=O)Nc1cc(Cl)ccc1C	104	95	116	103	102	113	95	102
37	CC1(C)CC(=O)C2=C(C1)OC(N)=C(C#N)C2c1cc2ccccc2n2nnnc12 (stereo unspecified)	114	114	105	98	84	116	89	96
38	CSc1nc(NCCO)c(C#N)c(-c2cccc(N)c2)n1	92	96	113	99	93	106	95	96
39	CCOC(=O)c1c(NC(=O)C2CCCCC2C(=O)O)sc2c1CCCC2 (stereo unspecified)	105	100	106	97	98	108	101	106
40	Nc1c(S(=O)(=O)O)ccc2ccccc12	98	103	99	103	99	104	88	105
41	ClCc1ccc(Sc2ccccc2)cc1	109	114	108	112	125	106	106	103
42	NS(=O)(=O)c1ccc(-n2ncc3c(NNC(=O)Nc4ccc(Cl)cc4)ncnc32)cc1	82	104	115	94	103	121	85	91
43	CCOC(=O)CC[C@H](NC(=O)c1ccc(NC(=O)Cn2cnc3c(c(C)nn3-c3ccc(F)cc3)c2=O)cc1)C(=O)OCC	105	94	108	100	89	105	101	93
44	CC(C)C1=CC2=CC[C@@H]3[C@](C)(CCC[C@@]3(C)C(=O)OCc3cn(Cc4ccccc4)nn3)[C@H]2CC1	103	89	106	80	95	107	75	104
45	COc1ccc(C2NC(=O)N=C3C2C(N)=NN3c2ccccc2)cc1 (stereo unspecified)	95	98	124	95	101	113	90	97
46	CCN1C(=S)N(CC)C2Nn3c(s/c(=C4\C(=O)Nc5ccccc54)c3=O)=NC21 (stereo unspecified)	110	102	108	103	115	109	101	118
47	CCCCCCN(CCCCCC)CC(=O)NCCCN1CCN(CCCNC(=O)CN(CCCCCC)CCCCCC)CC1	92	92	106	96	90	115	90	93
48	CCN(CC)CC(=O)Sc1nc(-c2ccco2)cc(-c2ccc(Cl)cc2Cl)n1	100	99	119	97	106	116	96	99
49	O=C(Cn1c(O)c(C=Nc2ccc(Nc3nccs3)cc2)c2ccccc21)c1ccc(F)cc1	62	85	87	103	101	96	90	111
50	N#C/C(=C\c1ccc2c(c1)OCO2)c1nc2ccccc2s1	74	49	56	47	59	91	66	91

# Taken from the results shown (18 entries):
cpd	mol	IGROV1	OVCAR-4	OVCAR-3	OVCAR-8	SK-OV-3	DU-145	PC-3	OVCAR-5
33	Cc1nc(N2CCOCC2)sc1S(N)(=O)=O	99	112	102	103	102	105	92	96
34	CCCCCCCCCC(CCCCCCCCC)NCc1ccccc1	90	95	.	99	102	.	97	91
35	OCC1CCCN(Cc2ccc(-c3ccccc3)cc2)C1 (stereo unspecified)	110	87	104	98	108	110	94	94
36	COCCOC(=O)Nc1cc(Cl)ccc1C	104	95	116	103	102	113	95	102
37	CC1(C)CC(=O)C2=C(C1)OC(N)=C(C#N)C2c1cc2ccccc2n2nnnc12 (stereo unspecified)	114	114	105	98	84	116	89	96
38	CSc1nc(NCCO)c(C#N)c(-c2cccc(N)c2)n1	92	96	113	99	93	106	95	96
39	CCOC(=O)c1c(NC(=O)C2CCCCC2C(=O)O)sc2c1CCCC2 (stereo unspecified)	105	100	106	97	98	108	101	106
40	Nc1c(S(=O)(=O)O)ccc2ccccc12	98	103	99	103	99	104	88	105
41	ClCc1ccc(Sc2ccccc2)cc1	109	114	108	112	125	106	106	103
42	NS(=O)(=O)c1ccc(-n2ncc3c(NNC(=O)Nc4ccc(Cl)cc4)ncnc32)cc1	82	104	115	94	103	121	85	91
43	CCOC(=O)CC[C@H](NC(=O)c1ccc(NC(=O)Cn2cnc3c(c(C)nn3-c3ccc(F)cc3)c2=O)cc1)C(=O)OCC	105	94	108	100	89	105	101	93
44	CC(C)C1=CC2=CC[C@@H]3[C@](C)(CCC[C@@]3(C)C(=O)OCc3cn(Cc4ccccc4)nn3)[C@H]2CC1	103	89	106	80	95	107	75	104
45	COc1ccc(C2NC(=O)N=C3C2C(N)=NN3c2ccccc2)cc1 (stereo unspecified)	95	98	124	95	101	113	90	97
46	CCN1C(=S)N(CC)C2Nn3c(s/c(=C4\C(=O)Nc5ccccc54)c3=O)=NC21 (stereo unspecified)	110	102	108	103	115	109	101	118
47	CCCCCCN(CCCCCC)CC(=O)NCCCN1CCN(CCCNC(=O)CN(CCCCCC)CCCCCC)CC1	92	92	106	96	90	115	90	93
48	CCN(CC)CC(=O)Sc1nc(-c2ccco2)cc(-c2ccc(Cl)cc2Cl)n1	100	99	119	97	106	116	96	99
49	O=C(Cn1c(O)c(C=Nc2ccc(Nc3nccs3)cc2)c2ccccc21)c1ccc(F)cc1	62	85	87	103	101	96	90	111
50	N#C/C(=C\c1ccc2c(c1)OCO2)c1nc2ccccc2s1	74	49	56	47	59	91	66	91

# Next records
cpd	mol	IGROV1	OVCAR-4	OVCAR-3	OVCAR-8	SK-OV-3	DU-145	PC-3	OVCAR-5
51	COc1ccc(C(=O)CSc2n[nH]c(-c3ccncc3)n2)cc1	98	92	111	102	109	102	89	99
52	NS(=O)(=O)c1ccc(-n2ncc(NC(=O)Nc3ccc(F)cc3)c2-c2ccccc2)cc1	95	107	103	95	103	101	65	104
53	NC(=O)SCC(N)C(=O)O (stereo unspecified)	28	107	138	96	97	141	.	99
54	O=CNC(=O)/C=C/C(=O)O	109	103	104	127	107	106	98	92
55	CSc1[nH]c2ncnc(N)c2c1C#N	92	94	125	115	93	101	110	87
56	CCCN(CCC)CN(CCC)CCC	111	117	92	105	102	106	98	102
57	COc1ccc(/C(C)=C(\c2ccc(Cl)cc2)c2ccc(OCCN3CCCCCC3)cc2)cc1F	57	36	55	64	72	67	41	59
58	CCC(=O)OC(C)CNC(=O)C(C)OC(=O)CC (stereo unspecified)	111	108	107	110	107	105	97	91
59	CCC/C=C/C=N/N1C(=S)N(CC)[C@]23OC(N)=C(C#N)[C@]12C(=O)c1ccccc13	111	106	102	107	92	105	100	104
60	Cn1cc(-c2nc(N)nnc2-c2c[nH]c3ccc(Br)cc23)c2ccccc21	85	92	110	101	121	103	94	109
61	CNc1ccc2nc3ccc(=[N+](C)C)cc-3sc2c1	-26*	-15*	-9.5*	-27*	19&35	7.8*!	1.0*	-6.9*
62	CCc1c2ccc(N(S(=O)(=O)c3ccc(C)cc3)S(=O)(=O)c3ccc(C)cc3)cc2nc2c1c(=O)n1c3ccccc3c3cc(C(=O)OC)nc2c31	.	125	116	87	112	102	93	90
63	O=C1c2cc(Br)ccc2-c2ccc(Br)c3cccc1c23	69	99	112	103	99	119	94	96
64	Cc1ccc2c(C(C[N+](=O)[O-])c3ccccc3)c(-c3ccccc3)[nH]c2c1 (stereo unspecified)	27[9.5 µM]	60[9.5 µM]	3.8*[9.5 µM]	30[9.5 µM]	19[9.5 µM]	30[9.5 µM]	.	52[9.5 µM]
65	CCCCCCCN(CCCCCCC)CC(O)c1ccc2cc(Cl)c3ccccc3c2c1 (stereo unspecified)	92	115	94	97	101	102	86	94
66	CCn1cc(C(=O)O)c(=O)c2cc(F)c(N3CCN(C=O)C(C)C3)c(F)c21 (stereo unspecified)	103	101	103	106	103	110	101	107
67	COCCOc1cc2ncnc(N3CCN(c4cc(S(C)(=O)=O)c(C)cc4Cl)CC3)c2cc1OCCOC	98	103	96	83	105	97	81	109
68	O=C1CCc2ccc(OCc3cn(Cc4ccccc4Cn4cc(COc5ccc6c(c5)NC(=O)CC6)nn4)nn3)cc2N1	110	101	112	102	96	107	92	103
69	FC(F)(F)c1ccc(-c2ncc(-c3ccc(C(F)(F)F)cc3)c(N3CCC4(CC3)OCCO4)n2)cc1	93	97	97	101	94	103	88	110
70	CCC1(C(=O)OC)CCc2c(cc(OC)c3ccccc23)C1=O (stereo unspecified)	113	103	121	96	102	133	108	106
71	CC(c1ccccc1)C(C(=O)c1ccccc1)c1ccccc1 (stereo unspecified)	99	96	110	64	101	105	95	101

# Two records drawn at random from those above:
cpd	mol	IGROV1	OVCAR-4	OVCAR-3	OVCAR-8	SK-OV-3	DU-145	PC-3	OVCAR-5
69	FC(F)(F)c1ccc(-c2ncc(-c3ccc(C(F)(F)F)cc3)c(N3CCC4(CC3)OCCO4)n2)cc1	93	97	97	101	94	103	88	110
57	COc1ccc(/C(C)=C(\c2ccc(Cl)cc2)c2ccc(OCCN3CCCCCC3)cc2)cc1F	57	36	55	64	72	67	41	59
